Screening results (PubChem)
Epigenetic derep: Quantitative High-Throughput Screen for Regulators of Epigenetic Control. murine LDR cells, GFP reporter derepression, 30 h. Potency, µM (series often up to 53.9 µM), for the others: top-dose GFP activation, actives largely listed as activators. AID 1865, 2009. actives 0.2% (n = 280,000); note: potency is the fitted concentration of half-maximal effect; % of control where 0% means no effect; nearly all actives have a fitted effect of over 60% in size
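Murine LDR cells bearing a silenced CMV-driven GFP reporter were exposed to compound for 30 h at 37 C. After PBS washes, GFP-positive cells (20-120 um objects) counted by laser-scanning microplate cytometry.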
L3MBTL1 inh: qHTS Assay for the Inhibitors of L3MBTL1; AlphaScreen L3MBTL1–H3K9me1 peptide binding; actives 0.66% (n = 230,000); Potency, µM (doses to about 57.1 µM), for the others: at the highest dose activity, negative = inhibition, hits mostly inhibitors; Lethal(3)malignant brain tumor-like protein 1 (Homo sapiens), Q9Y468; note: potency is the fitted concentration of half-maximal effect; % is set by controls: 0 for no effect and ±100 for the full control effect; nearly all actives have a fitted effect of over 60% in size
Target sequence (Q9Y468 whole entry, looked up): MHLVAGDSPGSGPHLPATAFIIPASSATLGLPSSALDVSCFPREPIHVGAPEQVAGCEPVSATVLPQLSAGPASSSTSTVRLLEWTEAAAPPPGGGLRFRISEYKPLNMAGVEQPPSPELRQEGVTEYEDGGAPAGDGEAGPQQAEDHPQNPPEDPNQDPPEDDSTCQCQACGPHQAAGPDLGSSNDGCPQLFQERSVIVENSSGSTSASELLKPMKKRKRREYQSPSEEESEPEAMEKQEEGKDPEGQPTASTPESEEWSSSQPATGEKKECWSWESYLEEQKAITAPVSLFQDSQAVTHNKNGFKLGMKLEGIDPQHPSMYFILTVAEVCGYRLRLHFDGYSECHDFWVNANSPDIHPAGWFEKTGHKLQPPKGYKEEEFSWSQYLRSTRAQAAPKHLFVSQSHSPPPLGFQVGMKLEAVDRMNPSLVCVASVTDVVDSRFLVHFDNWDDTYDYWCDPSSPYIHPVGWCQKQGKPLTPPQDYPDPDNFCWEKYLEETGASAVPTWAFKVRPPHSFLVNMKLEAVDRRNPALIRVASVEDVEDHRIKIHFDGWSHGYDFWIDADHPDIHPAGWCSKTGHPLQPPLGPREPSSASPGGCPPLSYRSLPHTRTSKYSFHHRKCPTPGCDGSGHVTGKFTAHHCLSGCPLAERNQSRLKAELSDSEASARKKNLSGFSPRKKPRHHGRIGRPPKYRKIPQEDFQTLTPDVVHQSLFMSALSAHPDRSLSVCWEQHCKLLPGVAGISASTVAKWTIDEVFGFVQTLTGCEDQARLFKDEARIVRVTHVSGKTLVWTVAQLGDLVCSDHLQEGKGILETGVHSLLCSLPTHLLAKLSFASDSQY
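AlphaScreen assay: L3MBTL1 (50 nM final) was preincubated 30 min at room temperature with biotinylated H3(1-15)K9me1 peptide (75 nM final), then 30 min with library compounds; streptavidin donor and nickel chelate acceptor beads (10 ug/mL final) added, 30 min dark.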
NPSR antagonist: qHTS Assay for Antagonists of the Neuropeptide S Receptor: cAMP Signal Transduction. CHO-NPSR cells, cAMP TR-FRET, antagonist mode. AID 1461, 2008. Potency, µM (series often up to 38.3 µM), without a hit: top-dose activity change, negative = inhibition, most hits filed as inhibitors. actives 1% (n = 220,000); note: potency is the fitted concentration of half-maximal effect; % is set by controls: 0 for no effect and ±100 for the full control effect; nearly all actives have a fitted effect of over 50% in size; many of its hits are not listed in these tables
IMPase Li inh: qHTS Assay for Identifying the Cell-Membrane Permeable IMPase Inhibitors: Potentiation with Lithium | CHO-M1 cells, IP1 TR-FRET (IP-One), carbachol + lithium | Potency, µM (series often up to 59.4 µM), without a hit: at the top dose activity, negative = IMPase inhibition, hits mostly inhibitors | actives 0.35% (n = 210,000) | AID 1457, 2008;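 note: IP1 builds up when IMPase is blocked and the TR-FRET signal falls; potency is the fitted concentration of half-maximal effect; plate controls were basal vehicle for no effect and high inhibitor control for full effect; nearly all actives have a fitted effect of over 50% in size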
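CHO cells stably expressing M1 receptor (2000/well) were cultured 16–30 h, then exposed to compounds with a small lithium addition for 30 min at 37C. IP1 was measured by TR-FRET competition; AC50 from Hill fits.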
Luc counter: Counterscreen for Luciferase (Kinase-Glo TM) Inhibition. AID 1379, 2008. Kinase-Glo luciferase, ATP luminescence, 8 min. Luciferin 4-monooxygenase (Photuris pensylvanica), Q27757. Potency, µM (doses to about 38.3 µM), without a hit: at the highest dose activity change, negative = inhibition, actives largely listed as inhibitors. actives 0.28% (n = 200,000); note: potency is the fitted concentration of half-maximal effect; % is set by controls: 0 for no effect and ±100 for the full control effect; nearly all actives have a fitted effect of over 60% in size
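Luminescence was the read-out, taken after 8-minute incubation at ambient temperature. Luciferase turned over luciferin with 10 uM ATP in imidazole pH 7.2 buffer containing KCl, MgCl2, Tween 20 and BSA.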
CBFb-RUNX1 inh: qHTS Assay for Compounds Blocking the Interaction Between CBF-beta and RUNX1 for the Treatment of Acute Myeloid Leukemia; Runt-related transcription factor 1 (Homo sapiens) + Core-binding factor subunit beta …; AlphaScreen CBFb-His/RUNX1-biotin binding, biochemical; Potency, µM (doses to about 59.8 µM), without a hit: at the top dose activity, negative = inhibition, most hits filed as inhibitors; 230,000 tested, under 10 active; note: % of control where 0% means no effect
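CBFb-His/RUNX1-biotin, 30 nM each, preincubated 20 min RT; compound 15 min RT; Ni + streptavidin beads 50 ng each, 90 min RT; AlphaScreen read.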
HTT aggregate: qHTS Multiplex Assay to Identify Dual Action Probes in a Cell Model of Huntington: Aggregate Formation (GFP) | PC12 HttQ103-GFP aggregates, Acumen cytometry, 40 h | Potency, µM (doses to about 46.1 µM), for inactives: at the highest dose activity change, negative = inhibition, usual class: inhibitors | actives 1.1% (n = 220,000) | AID 1688, 2009; note: potency is the fitted concentration of half-maximal effect; % is set by controls: 0 for no effect and ±100 for the full control effect; nearly all actives have a fitted effect of over 60% in size
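Using laser scanning cytometry, GFP-positive aggregates were counted after lysis of PC12 cells induced with 100 nM tebufenozide to express HTT exon 1 Q103–GFP. Compounds were tested in titration.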
Active calls of the source: *; ? = inconclusive; . = not tested or not shown; & = joins results of further samples; [ ] = remark or other dose. Calls come from the whole dose curve; as a rule, active = well fitted curve in the direction sought with a large enough effect; inconclusive = small, poorly fitted or top-dose-only effect, or another doubt; inactive = no such curve, though single readings can be large; an effect the other way counts as inactive or inconclusive. Some of the compounds tested; count on the stated rates, not on these rows.

canonical_smiles | Epigenetic derep | L3MBTL1 inh | NPSR antagonist | IMPase Li inh | Luc counter | CBFb-RUNX1 inh | HTT aggregate
CCSc1ncnc2sc(C)c(C)c12 | 1.1% | 12% | 7% | 8% | -2% | -7% | 9%
O=C(COC(=O)C12CC3CC(CC(C3)C1)C2)NCCc1ccccc1 | -1.0% | . | -19%[46.1 µM] | 24%[38.3 µM] | -5% | 7% | 0%
C=CCCCCCCCCCCC/C=C/C(O)COC(C)=O (stereo unspecified) | -2.4% | . | . | 16% | 1% | . | .
Cc1ccc(S(=O)(=O)c2c(COC(=O)c3cccc(Cl)c3)c(-c3ccccc3)nn2C)cc1 | -6.0% | . | -3%[46.1 µM] | 6%[38.3 µM] | -1% | 2% | 5%[9.22 µM]
O=C(NCc1ccc(Cl)cc1)C1CCC(CNc2c(N3CCCC3)c(=O)c2=O)CC1 (stereo unspecified) | -0.3% | . | -9% | . | . | 5% | 5%[9.22 µM]
COc1ccc(Cn2nnnc2CN2CCCCCC2)cc1 | -2.6% | 3% | -8% | 5% | 2% | 4% | -9%[9.22 µM]
COc1ccc2nc(Nc3nc4ccc(NC(C)=O)cc4s3)sc2c1 | -2.0% | 8% | -39% | -2% | -3% | -7% | ?
Cc1ccccc1C(=O)NC1CCS(=O)(=O)C1 (stereo unspecified) | 0.7% | . | 2%[46.1 µM] | 19%[38.3 µM] | 2% | -7% | -6%
CCN(CC(=O)Nc1sc2c(c1C#N)CCC(C)C2)CC(=O)NC1CCS(=O)(=O)C1 (stereo unspecified) | -0.2% | . | 7% | -12% | 0% | ? | -18%
OC[C@H]1NC[C@@H](O)[C@@H](O)[C@H]1O | 1.1% | . | . | -4% | 0% | 27%[21.7 µM] | .
CCCn1c(-c2ccc(F)cc2)nc2c(NCCN(CC)CC)nc(C)nc21 | 3.3% | . | . | 0% | -1% | 16% | .
CCCCC[C@H](O)C/C=C1/C(=O)C=C[C@@H]1C/C=C\CCCC(=O)O | -1.6%&10% | . | . | -13%&17% | -3% | 19%&12% | .
CCOc1ccccc1NC(=O)C(NCC1(N2CCCCC2)CCCCC1)c1ccccc1 (stereo unspecified) | -8.3% | . | -35% | 8% | 0% | 16% | ?
CC(=O)OC1CC2C(C)(C)C(=O)CC[C@]2(C)C2CC[C@]3(C)C(=CC(=O)OC3c3ccoc3)[C@]12C (stereo partly specified) | -0.3% | . | . | -6% | -4% | 15% | .
CCN(CC)S(=O)(=O)c1ccc(S(=O)(=O)N(CC(=O)Nc2ccccc2)Cc2ccco2)cc1 | 0.0% | -11% | -14%[46.1 µM] | 16% | 6% | -1% | 5%
CCOC(=O)CNc1c(-c2ccc(OC)cc2)nc2ccc(Cl)cn12 | -3.5% | -8% | -3%[46.1 µM] | 7% | -5% | 5% | -7%
NCCCCCC(=O)N/N=C/c1ccc2nccnc2c1 | -4.2% | . | 8% | . | . | 22% | -16%[9.22 µM]
COc1ccc(CCN2C(=O)CC(Cc3ccccc3)C2=O)cc1OC (stereo unspecified) | -1.0% | . | -4% | . | . | 4% | 9%[9.22 µM]
CC(C)(C)C1CCc2c(sc3nc(SCC(N)=O)nc(N)c23)C1 (stereo unspecified) | 3.0% | -10% | -17%[46.1 µM] | 0% | 1% | -15% | -2%
CC1CN(CC(O)COC(c2ccccc2)c2ccccc2)CC(C)O1 (stereo unspecified) | -1.1% | 0% | 24% | 11% | 4% | 3% | -2%
COc1ccc(OCC(=O)N(C)Cc2ccccc2)cc1 | -0.3% | -3% | 9%[46.1 µM] | -1%[38.3 µM] | -3% | 4% | 1%[9.22 µM]
c1ccc(-c2ccc3c(c2)c2c4n3CCN=C4CCC2)cc1 | 0.9% | -7% | 3%[46.1 µM] | -1%[38.3 µM] | -1% | 3% | -17%
O=C(NC(=S)N1CCN(c2ccc(C(F)(F)F)cc2[N+](=O)[O-])CC1)c1cccs1 | -1.0% | -11% | -16% | 10% | 0% | -18% | -32%
COCCNC(=O)[C@H](CSCc1ccccc1)N1Cc2ccccc2C1=O | -2.6% | . | 15% | . | . | 3% | 38%[9.22 µM]
COc1ccc(OC)c(Nc2nc(-c3sc(NC(=O)c4ccccc4)nc3C)cs2)c1 | -1.4% | 0% | -4%[46.1 µM] | 4%[38.3 µM] | -8% | -5% | 11%
CCOc1ccccc1NC(=O)N1CCCC1C(=O)Nc1nnc(CC)s1 (stereo unspecified) | 0.0% | 9%[11.4 µM] | 6%[46.1 µM] | 16%[38.3 µM] | -1% | 16% | 12%
COc1c(S(=O)(=O)N2CCCC2)ccc(Cl)c1Cl | 0.8% | . | -3%[46.1 µM] | 9%[38.3 µM] | 4% | 5% | -12%
CC(=O)/C(=N/Nc1cccc(Cl)c1)Sc1nnc(C(O)c2ccccc2)n1-c1ccccc1 (stereo unspecified) | -1.1% | -7% | -11% | 5% | 2% | -7% | -16%
CCn1c(NCCCO)nc2c(c1=O)C(C)(CC)Cc1ccccc1-2 (stereo unspecified) | -1.7% | 3% | 34% | . | . | 2% | -4%[9.22 µM]
NCCCC[C@@H]1NC(=O)c2cc([N+](=O)[O-])cc(I)c2SC[C@@H](C(N)=O)NC(=O)[C@H](Cc2ccc(O)cc2)NC1=O | 2.8% | -3% | 1% | 6% | 0% | -6%[2.36 µM] | -12%
COc1ccccc1N1CCN(C(=O)CSc2nnc(NC(=O)C(C)C)s2)CC1 | -1.0% | 5% | -7% | -3% | -2% | 10% | 3%[9.22 µM]
CCn1ccnc1C[C@@H]1COc2ccccc2O1 | -2.5% | . | . | 9% | 1% | 1%[21.7 µM] | .
O=C(Nc1ccccc1)c1ccc(S(=O)(=O)NCc2ccco2)cc1 | -2.1% | 9%[11.4 µM] | -9%[46.1 µM] | 24%[38.3 µM] | 1% | -1% | -5%
O=C(Nc1ccc(F)cc1)c1ccc(S(=O)(=O)N2CCOCC2)o1 | -1.6% | 1% | -4% | . | . | 1% | -1%[9.22 µM]
O=C(CSc1nnc(CNC(=O)c2ccco2)o1)Nc1ccccc1 | -5.0% | . | 5% | 2% | 0% | 8% | -3%
CS(=O)(=O)Oc1ccc(Br)cc1/C=C1/N=C(c2ccco2)OC1=O | -3.8% | 5% | 11% | -1% | 5% | -2% | 15%
CN1C(=O)C2(C(C#N)=C(N)N(c3cc(Cl)cc(Cl)c3)C3=C2C(=O)CC(C)(C)C3)c2ccccc21 (stereo unspecified) | -0.1% | . | -27%[46.1 µM] | -27%[38.3 µM] | 7% | 0% | 20%
CCCCNC(=S)N(Cc1c(C)noc1C)c1ccccc1 | -1.0% | -13% | 22% | -2% | 4% | -3% | -13%
COc1cccc(-c2nnc(NC(=O)C3CCCCC3)o2)c1 | -1.4% | . | 3%[46.1 µM] | 0%[38.3 µM] | -3% | -2% | 1%
Cn1nc(C(F)(F)F)c(C(=O)Nc2ccc(F)cc2F)c1Sc1cccc(Cl)c1 | -1.3% | 18% | -22%[46.1 µM] | 27%[38.3 µM] | -2% | 10% | 7%
Cc1c(C(=O)Nc2ccc3c(c2)OCO3)sc2ncn(CC(=O)N3CC(C)CC(C)C3)c(=O)c12 (stereo unspecified) | -0.8% | . | -6%[46.1 µM] | 7%[38.3 µM] | -7% | -2% | 27%
CC(=O)C1=C(C)OC(N)=C(C#N)C1c1cccc2ccccc12 (stereo unspecified) | 0.1% | 4% | 16% | . | . | 0% | 0%[9.22 µM]
Cc1ccc2cccc(OCC(=O)N3CC(C)CC(C)C3)c2n1 (stereo unspecified) | -1.2% | 0% | 9% | 15% | 4% | 8% | 11%
COc1cccc(-c2ccc(C#N)c(OC(=O)c3c(Cl)cccc3Cl)n2)c1 | -0.2% | 47%[activator] | -17%[46.1 µM] | 5%[38.3 µM] | 2% | ? | 0%
Cc1ccc2c(CC(=O)NNC(=O)c3ccccc3)coc2c1 | -3.5% | 1% | 11% | 0% | 0% | -4% | 1%
O=C(CCN1C(=O)C2CC=CCC2C1=O)N1CCN(c2ccccn2)CC1 (stereo unspecified) | 8.5% | 4% | -2%[46.1 µM] | -8%[38.3 µM] | -3% | -1% | -1%
COC(=O)c1cc(NC(=O)CC2NC3CCCCC3NC2=O)cc(C(=O)OC)c1 (stereo unspecified) | 0.8% | -6% | -9%[46.1 µM] | -10%[38.3 µM] | -1% | -4% | 19%
O=c1[nH]c(N2CCCCCC2)nc2ncn(Cc3ccccc3)c12 | 2.4% | 7% | 35% | . | . | 5% | -1%[9.22 µM]
CC(C)[C@H](NC(=O)c1ccccc1Cl)C(=O)OCc1cc(=O)n2cc(Br)ccc2n1 | -3.7% | . | -4% | 11µM* | 8% | 13% | 19%

Filtered by structure, the compounds so far with two or more sulfur atoms (8)
canonical_smiles | Epigenetic derep | L3MBTL1 inh | NPSR antagonist | IMPase Li inh | Luc counter | CBFb-RUNX1 inh | HTT aggregate
CCSc1ncnc2sc(C)c(C)c12 | 1.1% | 12% | 7% | 8% | -2% | -7% | 9%
COc1ccc2nc(Nc3nc4ccc(NC(C)=O)cc4s3)sc2c1 | -2.0% | 8% | -39% | -2% | -3% | -7% | ?
CCN(CC(=O)Nc1sc2c(c1C#N)CCC(C)C2)CC(=O)NC1CCS(=O)(=O)C1 (stereo unspecified) | -0.2% | . | 7% | -12% | 0% | ? | -18%
CCN(CC)S(=O)(=O)c1ccc(S(=O)(=O)N(CC(=O)Nc2ccccc2)Cc2ccco2)cc1 | 0.0% | -11% | -14%[46.1 µM] | 16% | 6% | -1% | 5%
CC(C)(C)C1CCc2c(sc3nc(SCC(N)=O)nc(N)c23)C1 (stereo unspecified) | 3.0% | -10% | -17%[46.1 µM] | 0% | 1% | -15% | -2%
O=C(NC(=S)N1CCN(c2ccc(C(F)(F)F)cc2[N+](=O)[O-])CC1)c1cccs1 | -1.0% | -11% | -16% | 10% | 0% | -18% | -32%
COc1ccc(OC)c(Nc2nc(-c3sc(NC(=O)c4ccccc4)nc3C)cs2)c1 | -1.4% | 0% | -4%[46.1 µM] | 4%[38.3 µM] | -8% | -5% | 11%
COc1ccccc1N1CCN(C(=O)CSc2nnc(NC(=O)C(C)C)s2)CC1 | -1.0% | 5% | -7% | -3% | -2% | 10% | 3%[9.22 µM]
